Nrf2 inh: blocks Nrf2 signaling; 2.1% of 360,000 active; A549 ARE-Fluc reporter, luciferase luminescence, 18-24 h; Potency, µM (highest dose often 46 µM), for the others: top-dose activity change, negative = inhibition, usual class: inhibitors; AID 504444; also: % is scaled to controls: 0 for no effect and ±100 for the full control effect; nearly all actives have a fitted effect of over 60% in size
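A549 ARE_Fluc cells (5000/well, 5% FBS OPTI-MEM) pre-incubated 2 h, then treated with compounds 18-24 h at 37C/5% CO2 in concentration-response. CellTiter-Fluor viability read first; BugLite luciferase luminescence after 15 min at room temperature gives Nrf2 activity.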
A549 tox: kills or reduces viability of A549 cells in Nrf2 counter-screen; A549 ARE-Fluc cells, CellTiter-Fluor viability, 18-24 h; Potency, µM (top dose mostly 46 µM), for the others: at the highest dose activity change, negative = cytotoxicity, usual class: inhibitors; 0.16% of 390,000 active; also: % is scaled to controls: 0 for no effect and ±100 for the full control effect
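Cytotoxicity counterscreen: CellTiter-Fluor fluorescence was measured in A549 ARE_Fluc cells after 18-24 h of compound exposure in a concentration series. The subsequent BugLite luminescent read reports ARE-luciferase activity.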
TGFb SMAD3 inh: TGF-b pathway inhibition. HepG2 CAGA-GFP TGF-b/SMAD3 reporter, GFP fluorescence, 18 h; TGF-beta stimulated, 500 pg/mL final. Potency, µM (doses to about 46.1 µM), for inactives: top-dose activity, negative = inhibition, hits mostly inhibitors. 1.2% of 410,000 active; also: % is scaled to controls: 0 for no effect and ±100 for the full control effect; nearly all actives have a fitted effect of over 65% in size
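Using HEPG2 CAGA-GFP reporter cells at 1000 cells/well, we pinned test compounds, stimulated with recombinant TGF-beta (500 pg/mL final) and measured total well GFP after 18 h.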
ATXN viability: viability counter-screen for ATXN expression inhibitors. AID 651635. S2 cells (HEK-293 line with an ATXN2-luciferase reporter) viability, CellTiter-Fluor protease fluorescence, 24 h. 0.49% of 400,000 active. Potency, µM (series often up to 56.7 µM), usual class: cytotoxic; also: nearly all actives have a fitted effect of over 40% in size
MCF10A rereplic: induces DNA re-replication in MCF 10a normal breast cells; MCF 10A DNA re-replication, Hoechst nuclear intensity, 48 h; Potency, µM (top dose mostly 46.1 µM), for the others: top-dose activity, positive = re-replication, hits mostly activators; 2.9% of 350,000 active; AID 624296; also: % of control where 0% means no effect; nearly all actives have a fitted effect of over 50% in size
EPAC2 antagonist: antagonists of human EPAC2; EPAC2 GEF exchange of Rap1B-BODIPY-GDP, fluorescence; Potency, µM (titrated, usually from 114 µM), without a hit: at the top dose activity, negative = inhibition, most hits filed as inhibitors; 0.18% of 360,000 active; also: % is scaled to controls: 0 for no effect and ±100 for the full control effect; nearly all actives have a fitted effect of over 45% in size; many of its hits are not listed in these tables
Target sequence (Q8WZA2 whole entry, looked up): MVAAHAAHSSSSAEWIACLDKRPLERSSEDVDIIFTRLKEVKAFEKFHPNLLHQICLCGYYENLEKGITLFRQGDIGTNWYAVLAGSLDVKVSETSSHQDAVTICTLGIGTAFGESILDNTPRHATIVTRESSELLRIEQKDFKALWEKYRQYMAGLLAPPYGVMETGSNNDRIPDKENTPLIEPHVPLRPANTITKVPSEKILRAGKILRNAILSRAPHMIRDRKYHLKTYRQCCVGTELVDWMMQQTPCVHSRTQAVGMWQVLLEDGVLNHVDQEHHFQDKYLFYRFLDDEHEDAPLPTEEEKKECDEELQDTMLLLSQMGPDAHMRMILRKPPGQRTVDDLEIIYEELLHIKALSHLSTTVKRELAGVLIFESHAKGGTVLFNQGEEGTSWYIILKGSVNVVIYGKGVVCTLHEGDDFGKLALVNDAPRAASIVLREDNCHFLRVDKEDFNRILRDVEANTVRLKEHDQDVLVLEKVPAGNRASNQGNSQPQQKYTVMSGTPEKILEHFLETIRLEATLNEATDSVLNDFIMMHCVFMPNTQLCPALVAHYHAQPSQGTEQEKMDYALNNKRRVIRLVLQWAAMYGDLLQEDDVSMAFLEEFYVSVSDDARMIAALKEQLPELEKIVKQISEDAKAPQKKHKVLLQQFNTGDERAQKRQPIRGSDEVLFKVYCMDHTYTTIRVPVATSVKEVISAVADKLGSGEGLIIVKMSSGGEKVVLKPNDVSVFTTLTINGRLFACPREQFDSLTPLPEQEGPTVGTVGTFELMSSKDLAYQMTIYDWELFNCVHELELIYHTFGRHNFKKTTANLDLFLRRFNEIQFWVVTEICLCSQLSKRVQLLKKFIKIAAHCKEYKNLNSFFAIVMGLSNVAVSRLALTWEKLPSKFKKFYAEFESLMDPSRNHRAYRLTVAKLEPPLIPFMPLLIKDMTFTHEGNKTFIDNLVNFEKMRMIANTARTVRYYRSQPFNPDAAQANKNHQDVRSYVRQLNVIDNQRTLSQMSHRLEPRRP
ATXN2 expr inh: reduces ATXN2 reporter expression in HEK-293 cells. HEK-293 ATXN2-luciferase reporter, luminescence, 24 h. Potency, µM (highest dose often 57 µM), for inactives: at the top dose activity change, negative = inhibition, hits mostly inhibitors. 0.72% of 360,000 active. AID 1745845; also: % is scaled to controls: 0 for no effect and ±100 for the full control effect; nearly all actives have a fitted effect of over 55% in size
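qHTS (up to 57 uM final) was run with 24 h compound exposure of reporter cells at 37 °C. Each well was multiplexed: SteadyGlo luminescence measured ATXN2-luciferase expression after a fluorogenic Gly-Phe-AFC viability readout (25 uM final).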
HepG2 viability: HepG2 cytotoxicity, counter-screen for TGF-b inhibitors | HepG2 CAGA-GFP viability, ATP luminescence, 18 h | Potency, µM (top dose mostly 46.1 µM), for the others: at the top dose activity change, negative = cytotoxicity, most hits filed as cytotoxic | 0.76% of 410,000 active | AID 588856; also: some results filed as inactive show a strong effect at the top dose
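HepG2 CAGA-GFP cells (1000/well, DMEM with 1% FBS) received compound, then TGF-beta at 500 pg/mL final, and were incubated 18 hours at 37 degrees C. Viability was read by CellTiter-Glo luminescence. Media-only wells were set as complete cell-killing and DMSO as no toxicity.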
Nrf2 ARE act: activators of Nrf2 (ARE) signaling; AID 624171; Potency, µM (titrated, usually from 46.1 µM), inactives show top-dose activation, usual class: activators; AREc32 ARE-luciferase reporter (MCF7-derived line), luminescence, 24 h; 0.31% of 410,000 active; also: % of control where 0% means no effect; nearly all actives have a fitted effect of over 65% in size
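ARE activation measured as luciferase luminescence (Steady-Glo, 30 min RT) in AREc32_Fluc cells after 24 hr compound exposure at 37 deg C, 5% CO2; cells seeded overnight at 1000/well in OPTI-MEM, 5% FBS.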
The depositor's hits bear a star; i = inactive; ? = inconclusive; . = not tested or not shown; & = joins results of further samples; [ ] = dose if it differs, or a comment. Calls follow the shape of the dose curve; as a rule, active = well fitted curve in the direction sought with a large enough effect; inconclusive = small, poorly fitted or top-dose-only effect, or another doubt; inactive = no such curve, though single readings can be large; an effect the other way counts as inactive or inconclusive. Potency is read from the fitted curve at half-maximal effect.

Sequence of screens: Nrf2 inh	A549 tox	TGFb SMAD3 inh	ATXN viability	MCF10A rereplic	EPAC2 antagonist	ATXN2 expr inh	HepG2 viability	Nrf2 ARE act
CCOc1ccc(N(CC(=O)N/N=C/c2cc([N+](=O)[O-])ccc2Cl)S(C)(=O)=O)cc1
    .	-7%	7.9µM*	i	?	-6%	-15%	0%	17%
O=C(Cc1c(F)cccc1Cl)Nc1ccc(S(=O)(=O)NCC2CCCO2)cc1 (stereo not drawn)
    -3%	4%	-2%	?	5%	-25%	7%	12%	0.0%
COc1ccccc1-n1c(SCC(=O)Nc2ccc3c(c2)OCO3)nc2c(c1=O)SCC2
    ?	1%	0%	i	17%	0%	-2%	6%	-0.6%
COc1cccc(CNC(=O)CSc2ncc3c(n2)-c2cc(Cl)ccc2N(C)S3(=O)=O)c1
    2%	9%	1%	i	.	.	-6%	-6%	-0.3%
CCOC(=O)C1C(=O)OC(C)(C)C1C(C)C(=O)c1ccc(OC)cc1 (stereo not drawn)
    -4%	-4%	-1%	i	3%	8%	4%	2%	-0.4%
Oc1ccccc1CN(Cc1ccco1)CC(O)COCc1ccc(Cl)cc1 (stereo not drawn)
    -2%	10%	?	i	?	-17%	-16%	-94%	7.1%
COc1ccc(C(=O)Nc2ccccc2N2CCCC2)cc1
    -22%	1%	-15%	i	-1%	-15%	-4%	-23%	0.3%
COc1ccc(OC)c(NC(=O)c2cccc(C)c2[N+](=O)[O-])c1
    -13%	6%	4%	i	1%	-13%	-5%	4%	0.2%
COc1cccc(Nc2ccc(C(=O)O)cc2[N+](=O)[O-])c1
    -21%	?	11%	i	-3%	-9%	-7%	-4%	0.5%
CCOC(=O)N1CCN(S(=O)(=O)CCNC(=O)c2ccccc2)CC1
    8%	1%	-1%	i	-26%	15%	6%	0%	0.3%
CCc1ccc(NC(=O)CSc2nc(=O)n(Cc3ccccn3)c3c2CCC3)cc1
    .	-16%	?	?	.	.	?	-2%	4.3%
COc1ccc(CNc2nc(Cl)c(C#N)s2)cc1
    ?	-4%	-18%	?	-4%	12%	.	-5%	4.3%
CC(CNC(=O)c1ccccc1[N+](=O)[O-])NC(=O)c1ccccc1[N+](=O)[O-] (stereo not drawn)
    -13%	-4%	-16%	i	-3%	2%	-1%	-22%	-0.1%
CC(/C=N/NC(=O)c1cc(-c2ccc3ccccc3c2)n[nH]1)=C\c1ccco1
    ?	-6%	-19%	i	7.3µM*	0%	13%	-11%	15%
CC(=O)c1cccc(-c2ccnc3c2CC(C(=O)NCc2ccncc2)O3)c1 (stereo not drawn)
    .	.	23%	i	.	2%	8%	-10%	1.4%
CCN(CC)S(=O)(=O)c1cccc(-c2nnc(SCCCC(=O)c3ccccc3)o2)c1
    ?	-14%	?	.	21%	1%	.	-21%	2.7%
CCC(C(=O)Nc1cc(OC)ccc1OC)n1c(=O)c(C(F)(F)F)nc2ccccc21 (stereo not drawn)
    -29%	11%	-6%	?	.	.	-4%	-2%	-0.4%
COc1cccc(/C=C/c2nc(S(=O)(=O)c3ccccc3)c(N(C)C)o2)c1
    -25%	-6%	4%	i	12µM*	-9%	19%	9%	15%
Nc1nc2c(c(=O)[nH]1)C(c1cccc3ccccc13)C1=C(N2)c2ccccc2C1=O (stereo not drawn)
    -8%	-15%	-11%	i	-45%[inhibitor]	22%	-11%	0%	5.7%
C=C(C)CCC1(C)NC(=O)N(c2ccccc2)N1 (stereo not drawn)
    3%	-1%	0%	i	?	6%	-2%	-35%	2.5%

An excerpt from above in order of count of non-hydrogen atoms, ascending.
Sequence of screens: Nrf2 inh	A549 tox	TGFb SMAD3 inh	ATXN viability	MCF10A rereplic	EPAC2 antagonist	ATXN2 expr inh	HepG2 viability	Nrf2 ARE act
COc1ccc(C(=O)Nc2ccccc2N2CCCC2)cc1
    -22%	1%	-15%	i	-1%	-15%	-4%	-23%	0.3%
CCOC(=O)N1CCN(S(=O)(=O)CCNC(=O)c2ccccc2)CC1
    8%	1%	-1%	i	-26%	15%	6%	0%	0.3%
CCC(C(=O)Nc1cc(OC)ccc1OC)n1c(=O)c(C(F)(F)F)nc2ccccc21 (stereo not drawn)
    -29%	11%	-6%	?	.	.	-4%	-2%	-0.4%
COc1ccccc1-n1c(SCC(=O)Nc2ccc3c(c2)OCO3)nc2c(c1=O)SCC2
    ?	1%	0%	i	17%	0%	-2%	6%	-0.6%

Additional results
Sequence of screens: Nrf2 inh	A549 tox	TGFb SMAD3 inh	ATXN viability	MCF10A rereplic	EPAC2 antagonist	ATXN2 expr inh	HepG2 viability	Nrf2 ARE act
COc1ccc(Nc2nc(=O)[nH]nc2C)cc1
    3%	2%	-23%	i	26%	-2%	-21%	-34%	-0.1%
COc1ccc(-n2ccn(Cc3ccccc3Cl)c(=O)c2=O)cc1OC
    6%	0%	-1%	.	.	.	.	2%	-1.4%
CCOC(=O)Nc1ccc(C(=O)NCC2CCCO2)cc1 (stereo not drawn)
    3%	-8%	25%	i	11%[9.22 µM]	0%	7%	-40%	0.3%
O=C(NCCC(c1ccccc1)c1ccccc1)c1ccc(Br)o1
    -9%	5%	?	i	?	-9%	0%	-22%	4.7%
CC(=O)/C(=N\Nc1ccccc1)Sc1nncn1C
    1%	0%	-16%	i	5%	8%	3%	-3%	-0.2%
O=c1nc2s/c(=C\c3ccco3)c(=O)n2nc1Cc1ccccc1
    6%	-13%	0%	i	-2%	-4%	3%	5%	5.4%
CCCCN(CC)C(=O)c1cc2c(=O)n3cccc(C)c3nc2s1
    1%&18%	1%&2%	-12%&-19%	i	?	-8%	-7%	-25%&-26%	11%&13%
Cc1c(CCC(=O)N[C@@H](CC(C)C)C(=O)O)c(=O)oc2cc3oc4c(c3cc12)CCCC4
    ?	6%	-6%	i	-1%	?	.	-2%	-1.4%
CC(C)(C)C1CCC(=NNC(=S)Nc2cccnc2)CC1 (stereo not drawn)
    13%	4%	-24%	?	-33%[inhibitor]	6%	-19%[2.22 µM]	-31%	2.7%
COc1ccc2oc(=O)c(C(=O)N3CCN(c4cc(Cl)ccc4Cl)CC3)cc2c1
    ?	-4%	27%	?	.	.	-11%	6%	-0.8%
COc1ccc(CNC(=O)c2nnn(Cc3ccc(OC)cc3)c2N)cc1
    -28%	1%	1%	?	14%	7%	-10%	-16%	-1.1%
C=CCN1CCN(C(=O)c2cc3c(s2)CCCC3)CC1
    18%	4%	1%	i	2%	-3%	8%	-7%	1.0%
CN1C(=O)c2cccc(NC(=O)CCc3ccccc3)c2C1=O
    -17%	1%	0%	i	-2%	-13%	4%	-3%	0.9%
Fc1ccc(CNCc2ccco2)cc1
    13%	0%	-21%	i	8%	3%	1%	1%	0.0%
COc1ccc(Nc2oc(-c3ccccc3)nc2C#N)cc1
    6%	-2%	?	i	8%	3%	1%	-11%	0.4%
CCOc1cc(/C=C2\SC(=O)N(CC(=O)Nc3ccccc3F)C2=O)cc([N+](=O)[O-])c1O
    18µM*	?	2%	?	24%	?	-26%	-35%	3.6%
CCOC(=O)c1c(NC(=O)COc2ccc(C(C)(C)C)cc2)sc2c1CCCC2
    1%	0%	-4%	i	.	.	-7%	-2%	1.3%
COCCNC(=O)c1cnc2sc(N3CCCCC3)nn2c1=O
    12%	-2%	-26%	i	.	.	-1%	-4%	-0.8%
CCc1ccc(NC(=O)c2cnc(SC)nc2C)cc1
    -87%	-4%	-13%	i	1%	0%	20%	-16%	9.4%
Nc1nonc1-c1nc2ccccc2n1Cc1ccc(Br)cc1
    -19%	0%	-1%	.	.	.	.	5%	-1.0%

TGFb SMAD3 inh: what is marked active above
mol | TGFb SMAD3 inh | EPAC2 antagonist
CCOc1ccc(N(CC(=O)N/N=C/c2cc([N+](=O)[O-])ccc2Cl)S(C)(=O)=O)cc1 | 7.9µM* | -6%

(further entries)
Sequence of screens: Nrf2 inh	A549 tox	TGFb SMAD3 inh	ATXN viability	MCF10A rereplic	EPAC2 antagonist	ATXN2 expr inh	HepG2 viability	Nrf2 ARE act
O=C(NCCOc1ccccc1)C1CCC(=O)N(CCc2ccccn2)C1 (stereo not drawn)
    0%	7%	2%	i	-3%	3%	14%	6%	-1.2%
CCOc1cc(-c2noc(CCC(=O)NCCc3ccccc3)n2)ccc1OC
    5%	-1%	?	i	-1%	-1%	3%	7%	-0.7%
C[C@]12CCC(=O)C=C1[C@H](O)C[C@@H]1[C@@H]2[C@@H](O)C[C@@]2(C)[C@H]1CC[C@]2(O)C(=O)CO
    7%	-1%	25%	i	?	4%	-9%	-2%	-0.4%
O=C(Nc1ccc(S(=O)(=O)Nc2ncccn2)cc1)C(F)(F)F
    2%	3%	3%	i	2%	8%	-2%	13%	0.0%
Cc1ccc(-n2ccn(CC(=O)c3ccc(F)cc3)c(=O)c2=O)cc1C
    6%	4%	-18%	.	.	.	.	-13%	3.7%

Source: PubChem (National Center for Advancing Translational Sciences (NCATS))

Only part of the results is shown; the hit share may differ from the screen's.
